Screens (PubChem BioAssay)
TNAP activators = human TNAP enzyme activators, primary screen, biochemical, luminescent, no phosphate acceptor, uHTS (AID 1001) | one-dose activation fold at 20 µM; EC50 in µM for titrated hits | actives 0.03% (n = 200,000) | purified TNAP, luminescent activation assay, no phosphate acceptor; higher activation fold means a stronger effect; in the data active = activation fold from about 3, or a potency from the dose series; inactive = the rest, 99 in 100 with activation fold below about 1.6; also: many of its hits are not listed in these tables
Autophagy HCS = autophagy modulators in MEF cells, primary screen, imaging, high-content, MEF GFP-LC3 | calls only at 10 µM (by protocol) | MEF GFP-LC3 puncta imaging; test concentration mostly 10 µM | actives 0.98% (n = 190,000);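 active = percentage of spot-positive cells more than 3 SD above its plate mean, without a fluorescence outlier flag or 80% toxicity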;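 also: spot-positive cell cutoff set from DMSO-treated cells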
T cell modulator = modulators of CD8 T cell-vesicle binding, primary screen, mouse 2C CD8+ T cells, flow cytometry | 2C CD8+ T cell-vesicle binding; stronger effect = lower value | calls only at 7 µM | actives 0.068% (n = 330,000);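 active = response, share of CD8 T cells binding vesicles, and their 90th percentile fluorescence all below set limits, cut at about 80% in these data, passing the limit was not always enough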
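Material: murine 2C transgenic CD8+ T lymphocytes / Also added: QL9-peptide-loaded Drosophila micro-vesicles bearing Ld, ICAM-1 and B7-1 / Schedule: binding step 1.5 h, 37 °C, antibody labelling 20 min, ice / Signal: flow cytometry, PE anti-B7-1 (FL2) versus Alexa647 anti-CD8 (FL8), PFA-fixed / Evaluation: percent CD8+ FL2 mean versus row control / Benchmarks: naked versus QL9-loaded vesicles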
human PMI inhibitors = human PMI inhibitors, high substrate, primary screen, biochemical, fluorescence intensity, high mannose 6-phosphate (AID 1220). recombinant PMI enzyme, coupled fluorescence intensity; higher % means a stronger effect. inhibition, % at 20 µM, or IC50 in µM where a hit was titrated. actives 0.66% (n = 190,000)
Insulin prom up = insulin promoter activators in MIN6 cells, imaging, high-content screening, mouse beta cells | actives 0.3% (n = 190,000) | MIN6 insulin promoter-GFP reporter; stronger effect = higher value | z-score at 5 µM;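 active = z-score above 3 at 5 µM with at least 500 cells counted in the well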
PMI inhibitors = inhibitors of human PMI, primary screen, biochemical, fluorescence intensity, coupled assay (AID 1209) | actives 0.42% (n = 190,000) | purified PMI enzyme, coupled fluorescence intensity; higher % means a stronger effect | inhibition, % at 20 µM; hits with a dose series show IC50 in µM;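 also: plate controls were DMSO vehicle for no effect and wells lacking substrate for full effect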
Lipid droplet = inhibitors of hepatocyte lipid droplet formation, primary screen, imaging, high-throughput imaging, BODIPY stain; AML12 mouse hepatocytes, oleate lipid droplets; inhibition, % at 6.5 µM; actives 0.4% (n = 240,000); AID 1656, 2009;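 active = lipid droplet intensity inhibited by at least 50%, with more than 500 cells counted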
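Assay system: AML12 mouse liver cells | Compound dosing: One dose, 6.5 µM compound | Read-out basis: Droplet intensity reduction, % inhibition | Measured by: Fluorescence imaging, 20x objective, two fields per well | Schedule: Overnight treatment with compound plus oleate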
MT stabilizer = microtubule stabilizers in HeLa cells, primary screen, imaging, high-content imaging; actives 0.83% (n = 200,000); HeLa tubulin immunostaining HCS, 24 h; share of cells brighter than vehicle mean+2SD; AID 2205, 2009; % tubulin-high responders, % at 10 µM;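 active = plate Z-score above 3 for both tubulin-high and condensed-nucleus cell shares, with cell loss under 80%, at 10 µM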;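 also: anti alpha tubulin signal scored within the nucleus-defined area of each cell; some results filed as inactive read as strong as hits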
b-catenin transl = modulators of beta-catenin nuclear translocation, primary screen, imaging, HeLa cells, immunofluorescence, high-content | actives 0.3% (n = 190,000) | nuclear translocation activity, % at 5 µM;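 active = nuclear translocation activity above 50% at 5 µM, with a well cell count of 50 or more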;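 also: per-cell ratio of nuclear to cytoplasmic median beta-catenin stain intensity; plate controls were DMSO negative control for no effect and GSK-3 inhibitor IX positive control for full effect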
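Technique: fluorescence imaging of beta-catenin antibody stain plus DAPI / Material: human HeLa cell line / Incubation: compound treatment 24 h, 37°C, 5% CO2 / Read-out basis: % activation of per-cell nuclear versus cytoplasmic median beta-catenin signal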
Insulin prom up cell count = second read-out of Insulin prom up, no call of its own (marks repeat the call); cell count; measured here: cytotoxicity, nuclei count;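 total cells summed across four imaged fields per well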
Lipid droplet cells 6.5 µM = also measured in Lipid droplet; calls as there; cell count; measured here: cell count, cytotoxicity flag;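 cells counted across two imaged fields per well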
b-catenin transl cell count 5 µM = second read-out of b-catenin transl, no call of its own (marks repeat the call); cell count; measured here: cell count, cytotoxicity flag
T cell modulator vesicle-bound % = recorded beside T cell modulator, whose call it bears; double positive events, %; measured here: CD8+ vesicle-bound cell fraction;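 binding gate set so that unloaded-vesicle control wells show 10% double positive cells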
MT stabilizer Hoechst-high % = also measured in MT stabilizer; calls as there; % Hoechst-high responders; measured here: nuclear condensation Hoechst responders;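 share of cells brighter than vehicle mean plus two SD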
MT stabilizer cytotoxicity % = recorded beside MT stabilizer, whose call it bears; toxicity, %; measured here: cytotoxicity by cell density;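 0% = mean cell density of plate MIN control wells and 100% = no cells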
Autophagy HCS cell loss 18 h = also measured in Autophagy HCS; calls as there; toxicity, %; measured here: cell loss, nuclei count;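 cell loss after 18 h compound exposure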
* hit, by the source's call; i = inactive; . = no result given; + = active, no number. Rule as the data show it, unless noted: active = inhibition above about 50%; inactive = the rest.

SMILES	TNAP activators	Autophagy HCS	Autophagy HCS cell loss 18 h	T cell modulator	T cell modulator vesicle-bound %	human PMI inhibitors	Insulin prom up	Insulin prom up cell count	PMI inhibitors	Lipid droplet	Lipid droplet cells 6.5 µM	MT stabilizer	MT stabilizer Hoechst-high %	MT stabilizer cytotoxicity %	b-catenin transl	b-catenin transl cell count 5 µM
COc1cc([N+](=O)[O-])ccc1NC(=O)C[n+]1ccccc1	1.1	i	-2.6	i	51.7	28.9%	1.06	1535	13.8%	18.7	691	2.1	2.8	11.2	-1.7	1127
Cc1cc(NS(=O)(=O)c2ccc(NC(=S)NC(=O)c3ccc(F)cc3)cc2)no1	1.1	i	9.5	i	10.2	-4.9%	0.1	1318	9.7%	2.2	721	2.5	2.9	10.3	-0.7	1152
COc1ccc(N2C(=O)CNC2=S)cc1	1.1	i	5.8	i	20.3	3.5%	0.35	1561	-1.3%	-16.2	449	2.5	2.5	3.7	-2.9	1128
CCOC(=O)c1ccc(N2Cc3cc(C)c(C)cc3C2)cc1O	1.1	.	.	.	.	-1.9%	0.28	1851	2.1%	-1.7	552	.	.	.	-0.8	1104
CS(=O)(=O)N(Cc1ccc(C(=O)NC2CCCC2)cc1)c1ccccc1	1	i	-8.0	i	7.2	4.1%	0.22	1417	6.1%	-1.7	754	1.8	0.9	1.1	0.2	1069
CCC(=O)NCC(c1ccco1)N1CCN(c2ccc(OC)cc2)CC1 (stereo not given)	1.1	i	21.7	i	47.9	12.4%	-0.36	1274	-6.7%	7.1	740	3.5	2.0	1.6	-1.2	1142
COc1ccc(OC)c(-c2cc(C(=O)Nc3c(C)nn(Cc4ccccc4C)c3C)no2)c1	1.1	i	-32.2	i	11.7	5.9%	-1.66	1162	11.4%	.	.	7.3	1.8	6.7	-2.6	940
CCOC(=O)C(C)Sc1nc(-c2ccccc2)nc2ccccc12 (stereo not given)	0.9	i	9.4	i	60.4	6.2%	1.09	1224	9.8%	-12.4	704	2.3	1.4	9.5	-1.1	1026
COc1ccc(NC(=O)/C=C/c2c(Cl)nc3ccccn23)cc1	1.1	i	1.1	i	55.8	-1.9%	-0.83	1284	-1.8%	3.8	678	1.4	1.5	3.9	1.3	1143
CCOC(=O)c1c(CN2CCN(CCO)CC2)n(-c2ccccc2)c2cc(Br)c(O)cc12	.	.	.	i	48.9	.	-2.19	959	.	2.5	782	.	.	.	-0.7	1221
CCOC(=O)c1ccc2c(c1)nc(SCc1cn3ccsc3n1)n2CC	1	i	13.7	i	28.3	-1.7%	-2.22	1096	-2.8%	.	.	1.2	1.3	7.5	-0.7	889
O=C(O)COCC(=O)NC1CCN(Cc2ccccc2)CC1	.	.	.	i	23.7	.	0.04	1360	.	-11.5	745	.	.	.	0.7	1307

Looked up by compound from above (four):
SMILES	TNAP activators	Autophagy HCS	Autophagy HCS cell loss 18 h	T cell modulator	T cell modulator vesicle-bound %	human PMI inhibitors	Insulin prom up	Insulin prom up cell count	PMI inhibitors	Lipid droplet	Lipid droplet cells 6.5 µM	MT stabilizer	MT stabilizer Hoechst-high %	MT stabilizer cytotoxicity %	b-catenin transl	b-catenin transl cell count 5 µM
CCOC(=O)c1ccc(N2Cc3cc(C)c(C)cc3C2)cc1O	1.1	.	.	.	.	-1.9%	0.28	1851	2.1%	-1.7	552	.	.	.	-0.8	1104
COc1cc([N+](=O)[O-])ccc1NC(=O)C[n+]1ccccc1	1.1	i	-2.6	i	51.7	28.9%	1.06	1535	13.8%	18.7	691	2.1	2.8	11.2	-1.7	1127
Cc1cc(NS(=O)(=O)c2ccc(NC(=S)NC(=O)c3ccc(F)cc3)cc2)no1	1.1	i	9.5	i	10.2	-4.9%	0.1	1318	9.7%	2.2	721	2.5	2.9	10.3	-0.7	1152
CCOC(=O)c1c(CN2CCN(CCO)CC2)n(-c2ccccc2)c2cc(Br)c(O)cc12	.	.	.	i	48.9	.	-2.19	959	.	2.5	782	.	.	.	-0.7	1221

More compounds:
SMILES	TNAP activators	Autophagy HCS	Autophagy HCS cell loss 18 h	T cell modulator	T cell modulator vesicle-bound %	human PMI inhibitors	Insulin prom up	Insulin prom up cell count	PMI inhibitors	Lipid droplet	Lipid droplet cells 6.5 µM	MT stabilizer	MT stabilizer Hoechst-high %	MT stabilizer cytotoxicity %	b-catenin transl	b-catenin transl cell count 5 µM
COCCN1C(=O)N[C@@H](c2ccccc2)C(C(=O)OC)=C1C	1.1	i	-14.9	i	10.0	-9.8%	0.42	1171	-9.7%	-7.3	731	3.4	2.1	8.1	-5.2	542
O=C(NNS(=O)(=O)c1ccc(F)cc1)c1cnccn1	1.1	i	-2.6	i	12.8	10.2%	0.9	1613	5.2%	1.9	677	2.7	1.3	5.1	-1.1	1124
CCOC(=O)N1CCC(Nc2c(-c3ccccc3)c(=O)c2=O)CC1	1.1	i	-7.4	i	9.8	-4.2%	0.5	888	0.0%	.	.	2.0	1.4	9.9	.	.
Cc1cccc(N2C(=O)CC(Sc3nc(C)cc(C)n3)C2=O)c1 (stereo not given)	1.1	i	-7.5	i	42.1	-6.9%	0.11	972	-5.3%	11.8	738	1.4	0.7	6.4	.	.
O=C(COc1ccccc1)Nc1nnc(-c2ccc3c(c2)CCCC3)o1	1.1	.	.	i	41.3	-12.2%	0.1	2267	-6.3%	24.9	555	4.2	2.2	3.4	-4.2	1133
C/C(=N\Nc1ccccn1)c1ccc(OC(F)F)cc1	1	i	26.5	i	3.7	10.5%	-2.07	1352	8.5%	-14.5	597	3.6	2.9	23.5	1.6	1000
Cc1ccccc1NC(=O)C1CCCN(S(=O)(=O)c2cnc[nH]2)C1 (stereo not given)	1.1	.	.	i	45.4	11.4%	1.08	1999	14.0%	-4.8	625	1.4	2.6	9.6	-2.7	1312
Cc1cc(NC(=O)c2ccc3c(c2)C(=O)N(C2CCCCC2)C3=O)no1	1.1	+	5.6*	i	56.1	10.4%	0.31	1927	11.0%	-8.6	607	5.2	0.4	71.6	-2.3	1077
COCCCNCCCCOc1cccc(Br)c1	1.1	i	2.8	i	6.4	-3.5%	-0.46	1368	-2.0%	0.2	624	2.1	4.2	6.8	0.2	538
O=C(CSc1nc(-c2ccccc2)cc(=O)[nH]1)N1CCOCC1	1.1	i	-2.1	i	39.9	2.4%	-0.51	1251	7.1%	5.8	759	2.8	1.2	1.6	2.5	1159
Cc1cc(-c2ccccc2)nc(N(C)NC(=O)c2cccc(C(F)(F)F)c2)c1S(C)(=O)=O	1.1	i	-0.5	i	43.7	-9.0%	0.27	1059	-11.2%	6.2	682	1.2	2.0	11.4	.	.
Cn1c(SCC(=O)N2CCCCC2)nnc1-c1ccc(S(=O)(=O)N2CCOCC2)cc1	1.1	i	23.3	i	30.4	7.9%	0.56	1287	9.8%	0.6	753	5.6	2.0	3.3	0.8	1207
O=C(CS(=O)(=O)c1ccc(C(F)(F)F)cn1)NNC(=O)c1ccccc1	.	.	.	i	29.1	.	0.38	1154	.	0.1	667	.	.	.	2.0	1236
CNc1nc(OC)nc(N2CCOCC2)n1	1.1	i	27.2	i	38.6	-1.9%	-0.42	1252	2.7%	24.1	759	4.2	1.6	3.6	0.8	1030
O=C(Nc1nc(-c2ccccc2)cs1)c1ccc(S(=O)(=O)N2CCc3ccccc32)cc1	1	i	-30.8	i	44.0	3.5%	-2.02	1011	2.0%	3.7	759	2.1	1.3	2.3	-0.4	467
Cc1[nH]c2ccccc2c1N=Nc1ccc(F)cc1	1	i	-3.2	i	34.6	15.8%	-0.41	1326	3.1%	21.5	734	1.8	2.2	11.9	-0.3	1059
CC(=O)c1cc(-c2ccccc2)n(CC(=O)N2CCC(N3CCCCC3)CC2)c1C	1.1	i	4.4	.	.	9.8%	-0.6	1008	12.1%	-3.9	695	3.0	2.1	2.2	.	.
Cc1cccc(-n2c(N)cc(=O)[nH]c2=S)c1C	1	i	-2.9	i	31.4	-4.1%	0.05	1451	0.4%	-0.8	754	2.2	2.0	23.0	.	.
O=C(c1cc(C2CC2)on1)N1CCN(C(c2ccccc2)c2ccccc2)CC1	1.1	.	.	i	47.5	7.4%	0.94	1817	12.0%	-1.0	568	4.5	1.8	4.6	-1.6	1164
N#Cc1ccsc1NC(=O)CN1CCN(c2ccccc2)CC1	1.1	i	-0.6	i	49.4	7.6%	0.06	1512	14.2%	-23.2	642	3.0	2.6	3.3	-2.2	1103
COc1ccc(C(=O)Nc2ccc3nc(N4CCCCC4)cc(C)c3c2)cc1OC	1.1	i	6.1	i	17.4	6.5%	.	.	18.3%	-8.2	541	3.5	2.9	3.3	-1.9	1163
O=C1c2ccccc2N2C(=O)c3ccccc3C2N1Cc1ccco1 (stereo not given)	1	i	0.8	i	40.6	2.2%	0.82	1248	0.9%	.	.	2.2	2.3	12.0	-3.7	1147
CC(C)N(C(=O)CSc1nnc(-c2cc3ccccc3cc2O)n1Cc1ccco1)C(C)C	1.1	i	0.3	i	40.6	20.6%	-0.57	1249	17.4%	-32.0	636	2.1	1.8	13.7	0.7	1007
O=C1CC(c2ccccc2Br)c2cc3c(cc2N1)CCC3 (stereo not given)	1	i	51.5	i	36.4	1.9%	-0.82	1315	1.8%	-6.2	683	21.3*	35.2*	59.1*	1.3	1026
COC(=O)c1ccc(Nc2cc(C)nc3nc(C)nn23)cc1	1	i	-0.1	i	63.0	-0.2%	0.62	1051	-11.2%	-2.0	754	2.6	2.5	9.8	-1.3	511
COC(=O)Nc1c(C(=O)OC)cc(OC)c(OC)c1OC	1.1	i	7.7	i	29.9	1.6%	0.6	1272	3.0%	.	.	1.4	1.3	0.7	-7.1	945
CCOCCCNC(=S)N1CCCN(c2nc3c(C)c(C)ccc3cc2C#N)CC1	1.1	i	-6.6	.	.	.	-1.87	1401	.	-23.1	622	3.3	1.7	6.1	-1.6	1594

Rows were taken by chance. About 2.9% of those tested had a hit in this group.
